dFosB activator: activators of mouse delta FosB homodimer; P13346; purified delta FosB, TAMRA-CDK5 oligo fluorescence polarization; percent of positive-control signal above neutral wells; activation, % at 25 µM; actives 0.99% (n = 340,000); AID 493131;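 active = mean activation above about 17%, with every replicate also reaching it, limit read from the data, passing the limit was not always enough; inconclusive = only one of the two conditions met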;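 note: fluorescence polarization rise as delta FosB binds a TAMRA Cdk5 AP-1 oligo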
HTR5A ag: activates human HTR5A in OPRM1-OPRD1 agonist counter-screen; HTR5A agonist assay, luminescence, cell-based; activation, % at 9.3 µM; AID 504692; actives 0.61% (n = 340,000); P47898; in the data active = activation mostly above about 9.5%, no sharp cut-off; inactive = mostly below about 7.6%;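 note: 0% = cells with vehicle only and 100% = reference agonist; strong numbers were not always called active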
Wnt bcat act: Wnt/beta-catenin pathway activation; AID 743398; Wnt/beta-catenin reporter cell assay, activator, plate reader; activation, % at 9.35 µM; actives 1.2% (n = 300,000); in the data active = activation above about 30%, passing the limit was not always enough; inconclusive = no clear call, values can overlap the other calls;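 note: 0% = neutral control wells and 100% = positive control wells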
PvdQ acylase: blocks Pseudomonas aeruginosa PvdQ acylase activity | purified PvdQ acylase, fluorescence plate reader | inhibition, % at 10 µM | actives 0.063% (n = 340,000) | AID 488965; in the data active = inhibition above about 30%, passing the limit was not always enough; inconclusive = no clear call, values can overlap the other calls;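 note: 0% = vehicle neutral wells and 100% = reference inhibitor wells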
NSD2 inh: inhibitors of human histone methyltransferase NSD2; NSD2 peptide methylation, AlphaScreen, 120 min; inhibition, % at 12.5 µM; actives 0.54% (n = 310,000); AID 743445; in the data active = inhibition above about 50%
SR-BI DiI inh: mouse SR-BI HDL lipid transfer inhibition; Q61009; ldlA[mSR-BI] CHO cells, DiI-HDL uptake fluorescence, 3 h; inhibition, % at 12.5 µM; actives 0.96% (n = 320,000); AID 488896;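 active = mean replicate inhibition of at least 70% and a set share of replicates each scoring 70 or more; inconclusive = meets just one of the two criteria; inactive = fails both criteria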;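 note: 0% = median of neutral control wells and 100% = median of positive control wells; values of inactives mirror those of a sister screen read the other way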
MITF TRPM1 HTS: increases MITF-driven TRPM1 promoter luciferase signal; SK-MEL-5 TRPM1-promoter luciferase, 24 h; % of positive control, neutral wells = 0; activation, % at 12.5 µM; actives 0.75% (n = 300,000); AID 588334;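 active = mean activation of at least 80% with every replicate also reaching 80%; inconclusive = mean reaches 80% but some replicate falls short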;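 note: 0% = neutral control wells and 100% = parthenolide positive control wells; values of inactives mirror those of a sister screen read the other way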
V-ATPase pH: regulators of yeast V-ATPase proton transport; S. cerevisiae, pHLuorin cytosolic pH fluorescence; response, % at 10 µM; actives 0.37% (n = 350,000); AID 504577; in the data active = response mostly above about 7.3%, no sharp cut-off; inactive = mostly below about 5.4%; note: actives read high; inactives centre near 0; some compounds called inactive have numbers as strong as hits; reference of the scale not given here
HTR5A inv ag: HTR5A inverse agonism, opioid heterodimer counter-screen; HTR5A cell line, luminescence; actives 0.083% (n = 340,000); P47898; inhibition, % at 9.3 µM; in the data active = inhibition mostly above about 23%, no sharp cut-off; inactive = mostly below about 18%;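 note: 0% = cells with DMSO and 100% = no-cell wells with DMSO; some compounds called inactive have numbers as strong as hits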
CDK5 inh: inhibitors of human CDK5/p35 kinase. actives 0.01% (n = 330,000). Recombinant CDK5/p35, ADP-Glo luminescence, 60 min. inhibition, % at 10 µM. Q00535+Q15078;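 active = highest replicate inhibition of at least 50% and at least 75% of replicates reaching 50%; inconclusive = only one of the two criteria met; inactive = both criteria failed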;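 note: plate controls were DMSO neutral control for no effect and GW8510 at 10 µM for full effect; many of its hits are not listed in these tables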
Starred values were filed as active, the others as inactive; u = inconclusive; x = no result given.

mol,dFosB activator,HTR5A ag,Wnt bcat act,PvdQ acylase,NSD2 inh,SR-BI DiI inh,MITF TRPM1 HTS,V-ATPase pH,HTR5A inv ag,CDK5 inh
O=C(c1cc(=O)[nH]c2ccccc12)N1CCN(c2ccccc2)CC1,-7,-2,-1,-16,2,x,4,-4,12,0.8
CCN1C(=O)/C(=C\C=C2/C=CC=CN2CC)SC1=S,25*,1,-3,-12,16,-21,-1,2,-1,2.0
COc1ccccc1NC(=O)COc1ccc(C(=O)NCC2CCCO2)cc1OC (centres undefined),-9,-2,-1,-8,1,35,0,3,-11,1.7
COc1ccccc1NC(=O)c1c(C)cc(=O)oc1C,-3,2,-1,-7,x,0,7,2,-16,1.0
COc1ccc(C(=O)NCCCc2nc3ccccc3n2Cc2cc(C)ccc2C)cc1OC,-8,6,-5,4,x,22,x,-5,-12,-0.4
CNS(=O)(=O)c1cccc(C(=O)OCC(=O)N2c3ccccc3CC2C)c1 (centres undefined),-4,6,x,6,3,33,x,-8,-44,0.5
CCSc1ncc(/C=N/Nc2ccc(Cl)cc2)n1C,3,7,-3,3,0,42,66,0,-16,-0.5
CC(CC(=O)Nc1ccc(Cl)c([N+](=O)[O-])c1)c1ccccc1 (centres undefined),1,-2,4,7,1,40,-2,-3,11,0.8
CC(NCC(=O)Nc1ccccc1C(=O)NC1CC1)c1cccc(Cl)c1 (centres undefined),-9,2,-2,-11,3,20,-12,1,9,3.1
C/C=C/C(=O)N1CC2(CC(c3cccc(NC(=O)/C(C)=C/C)c3)=NO2)C[C@H]1C(N)=O (some centres undefined),-3,2,0,8,x,4,8,1,15,1.1
Cc1ccc(NC(=O)C2CCCN2C(=O)NC2CCCCC2)c(C)c1 (centres undefined),-3,-4,x,-13,2,-38,x,4,-2,0.0
COc1ccccc1C(=O)NCCC(=O)Nc1cccnc1,0,1,-4,6,0,-13,7,2,-4,0.8
Cn1nc(C(=O)N2CCN(c3ccc(F)cc3)CC2)c2c1-c1ccccc1S(=O)(=O)C2,-10,0,2,0,1,4,-4,-2,18,0.4
CCOc1ccccc1NC(=O)c1ccccc1NC(=O)c1ccco1,-12,2,-1,-11,-3,68,6,-2,-11,1.0
COc1ccc(F)cc1S(=O)(=O)n1nnc2ccccc21,-3,0,0,-13,x,-19,-13,0,1,-3.0
CCOc1cc(/C=C(\C#N)C(N)=O)ccc1OCc1c(C)no[n+]1[O-],-6,-6,0,4,-1,14,0,0,16,0.5
O=C(CN1CCC(NC(=O)C2CCCCC2)CC1)Nc1ccccc1,-2,-1,4,9,3,0,11,2,4,0.4
COc1ccc(NS(=O)(=O)c2cccc(C(=O)NNC(=O)CNC(=O)c3ccc(C)cc3)c2)cc1,-7,-3,-1,-10,-5,-18,-10,3,-8,0.0
CCOC(=O)N1CCC(NC(=O)CCC(=O)N2CC(C)Oc3ccc(C)cc32)CC1 (centres undefined),-2,-7,x,-2,x,24,8,3,20,-1.1
CCN(CC)C(=O)c1csc(Nc2cccc3ccccc23)n1,-6,10,1,-15,6,48,x,2,-16,-3.4
CC(=O)Nc1cccc(NC(=O)c2ccc3[nH]c(C)c(C)c3c2)c1,-7,2,5,-9,8,50,32,4,-10,2.1
COc1cc(C(=O)Nc2nc3ccccc3[nH]2)ccc1OC(F)F,-1,-1,0,-1,4,x,43,0,-2,1.1
COc1ccc(-n2ncc3c2CC(C)(C)CC3NC(=O)CCn2nc(C)cc2C)cc1 (centres undefined),-10,0,0,-17,2,15,-8,-3,4,-7.4
Cc1cccc(N2CCN(C(=O)C3CCC(CNS(=O)(=O)c4cccs4)CC3)CC2)c1C (centres undefined),-30,7,-5,-6,0,64,0,2,-18,-0.1
C[C@@H](NC(=O)c1nc[nH]c1C(=O)N[C@@H](Cc1ccccc1)C(=O)OCc1ccccc1)c1ccccc1,-1,6,-2,-1,x,-31,2,1,-15,1.9
Cc1ccc2c(nc3s/c(=C\c4ccc(-c5ccccc5C(=O)O)o4)c(=O)n32)c1C,-27,5,1,-1,10,-12,2,8,-20,1.2
O=C(NC1CCN(Cc2ccccc2)CC1)c1ccccc1Cl,7,-4,-2,7,-1,8,x,-2,14,0.0
COc1ccccc1C(=O)NC(=O)COC(=O)Cn1[nH]c(=O)c2ccccc2c1=O,-7,2,1,-15,-1,-25,-3,-2,18,-1.8
CC(C)c1cc(N2CCN(C(=O)c3ccco3)CC2)n2c(nc3ccccc32)c1C#N,-12,2,1,2,x,-8,-3,-1,-6,2.5
CC(=O)N1c2ccc(S(=O)(=O)N3CCC(C(=O)Nc4ccc(F)cc4)CC3)cc2CC1C (centres undefined),-2,1,-1,6,0,8,-13,-3,13,-0.2
CCOC(=O)CCc1c(C(=O)OCC)[nH]c(CC)c1C(=O)OCc1ccccc1,-21,2,0,-6,1,49,3,0,0,-0.5
O=C(CN(C(=O)c1csnn1)c1ccc(Cl)cc1)NC1CCCC1,-2,-3,14,-11,-1,-32,12,2,-16,0.3
CC1CN(C(=O)CSc2nc(N)cc(N)n2)CC(C)O1 (centres undefined),3,-2,-3,5,-1,-14,-2,2,5,1.4
CSc1ccc(CNC(=O)C2CCC(=O)N(CCc3cccc(F)c3)C2)cc1 (centres undefined),-7,2,-1,-13,1,4,15,-2,-7,-5.0
CCOC(=O)COc1ccc(S(=O)(=O)Nc2ccc3c(c2)OCCO3)cc1,3,7,x,-14,x,-2,0,-4,-19,-0.7
Cc1ccc(S(=O)(=O)/C=C2\NC(=O)CS2)cc1,4,0,x,-19,2,-27,-1,-2,-1,0.0
O=C1CN(C(=O)c2ccccc2Br)C(c2ccc(F)cc2)c2cc(F)ccc2N1 (centres undefined),-13,-3,-3,-11,x,-23,12,4,13,0.0
CCn1c(-c2csc3c2CCC(C)C3)n[nH]c1=S (centres undefined),-6,4,-2,5,2,23,-6,-3,2,1.8
CSc1cccc(NC(=S)N(Cc2ccccc2)Cc2ccccn2)c1,-10,0,1,-9,x,25,-1,9,4,0.9
O=C(CSc1nnc(NC(=O)C2CC(=O)N(c3ccc(F)cc3)C2)s1)NC1CCCC1 (centres undefined),-13,2,2,-7,x,-7,-6,-1,-18,-3.3
C#CCN1C(=O)S/C(=C\c2ccc(N3CCOCC3)cc2C)C1=O,5,-5,56*,6,0,34,72,-1,-4,0.0
CCN(C[C@H]1N[C@@](CC)(C(=O)OC)[C@H]2C(=O)N(Cc3ccccc3)C(=O)[C@@H]12)S(=O)(=O)c1ccccc1,-23,6,1,-12,x,-9,6,-1,-22,-0.9
CCOc1ccc(NC(=O)NCc2cccn2C)cc1,5,0,4,u,-4,15,21,1,-2,-0.2
Cc1cc(OCc2n[nH]c(=S)n2-c2ccccc2)ccc1Cl,-15,-5,15,-11,3,6,1,5,17,0.7
O=C(Nc1ccc(Br)cc1)Nn1cnnc1,-2,0,1,1,-3,1,13,-4,5,1.6
O=C(OCC(O)CN1CCCCC1)C12CC3CC(CC(C3)C1)C2 (centres undefined),2,2,x,-16,1,-6,10,3,16,0.3
COc1cc(OC)cc(C(=O)NC(=S)NCc2ccco2)c1,-6,1,-1,12,-3,-6,7,8,10,-0.9
Cc1ccc(S(=O)(=O)N2CCN(C(=O)c3ccc4nc[nH]c4c3)CC2)cc1,-17,4,-1,-9,4,-22,-5,15*,3,1.0
Cc1ccc(Cn2cc(SCC(=O)Nc3nccs3)c3ccccc32)cc1,-11,5,13,9,x,15,x,3,-28,3.0
Cc1cc(C)nc(N/N=C/c2ccccc2OCc2cccc(Br)c2)n1,-8,-1,2,-7,-3,25,-6,-3,16,0.3
COc1ccc(CN(CC2CCCO2)C(=O)c2cc3sccc3n2C)c(OC)c1 (centres undefined),-1,0,-5,8,4,-5,10,-7,9,0.5
COC(=O)c1ccsc1NC(=O)C1COc2ccccc2O1 (centres undefined),-8,0,-4,-23,x,14,19,1,-1,-2.2
O=C1[C@@H]2C(Cc3ccc(O)cc3)NC3(C(=O)Nc4ccc(F)cc43)[C@@H]2C(=O)N1c1ccccc1 (some centres undefined),-8,-2,0,-9,4,-19,6,-3,-5,-2.8
CCC(c1nnnn1Cc1ccco1)N(CCc1ccccc1)Cc1cc2cccc(C)c2[nH]c1=O (centres undefined),-22,4,-2,-23,1,x,-1,5,-10,0.0
CC(C)(C)c1ccc(C(=O)NCC(=O)OCC(=O)N2CCCC2)cc1,-1,8,-4,6,2,-8,0,1,-20,0.6
Oc1cc2c(c(Cl)c1O)CCNCC2c1ccccc1 (centres undefined),-12,21,-5,-10,x,-1,-10,1,-61,0.4
CCOc1ccc(C(=O)OCC(=O)N(Cc2ccccc2)Cc2ccccc2)cc1OC,-15,-8,13,-12,-1,24,2,-1,20,-3.0
COc1cc(OC)cc(-c2oc(=O)c3cc(OC)c(OC)cc3c2C#CCCCO)c1,0,-6,-3,4,x,39,14,-19,15,-0.3

Full records from above:
Entry for CCOc1ccc(C(=O)OCC(=O)N(Cc2ccccc2)Cc2ccccc2)cc1OC = dFosB activator = -15; HTR5A ag = -8; Wnt bcat act = 13; PvdQ acylase = -12; NSD2 inh = -1; SR-BI DiI inh = 24; MITF TRPM1 HTS = 2; V-ATPase pH = -1; HTR5A inv ag = 20; CDK5 inh = -3.0
Entry for COc1cc(OC)cc(-c2oc(=O)c3cc(OC)c(OC)cc3c2C#CCCCO)c1 = dFosB activator = 0; HTR5A ag = -6; Wnt bcat act = -3; PvdQ acylase = 4; NSD2 inh = x; SR-BI DiI inh = 39; MITF TRPM1 HTS = 14; V-ATPase pH = -19; HTR5A inv ag = 15; CDK5 inh = -0.3
